Source: PubChem BioAssay
NADH coupling = blocks coupling enzymes of NAD/NADH assays; AID 774; actives 0.02% (n = 65,000); IC50, µM (highest dose often 10 µM), inactives show top-dose inhibition; coupled PK/LDH NADH assays, four targets;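 active means single-dose screening hits from any of four coupled enzyme assays that gave an IC50 when retested across doses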;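 further: the DPM-DC format reads NADH fluorescence rather than 340 nm absorbance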
MMP-13 inhibitor = MMP13 (human) collagenase inhibition; actives 0.07% (n = 65,000); MMP-13 fTHP FRET cleavage, Mca fluorescence; AID 570; inhibition, % at 4 µM;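 active means inhibition above the mean of compound-free control plate wells plus 3 SD, cut at about 14% in these data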;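 further: 0% = DMSO wells and 100% = wells with reference MMP-13 inhibitor after basal subtraction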
TNAP act mid DEA = human TNAP activation, intermediate phosphate acceptor | P05186 | purified TNAP, CDP-star luminescence, 100 mM DEA, 30 min; hits give high values; scale: 0 levamisole-inhibited, 1 vehicle-only enzyme | activation factor at 20 µM | 64,000 tested, under 10 active | AID 813;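 active means activation factor of at least 2 at 20 µM, relative to controls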
Target sequence (P05186 whole entry, looked up): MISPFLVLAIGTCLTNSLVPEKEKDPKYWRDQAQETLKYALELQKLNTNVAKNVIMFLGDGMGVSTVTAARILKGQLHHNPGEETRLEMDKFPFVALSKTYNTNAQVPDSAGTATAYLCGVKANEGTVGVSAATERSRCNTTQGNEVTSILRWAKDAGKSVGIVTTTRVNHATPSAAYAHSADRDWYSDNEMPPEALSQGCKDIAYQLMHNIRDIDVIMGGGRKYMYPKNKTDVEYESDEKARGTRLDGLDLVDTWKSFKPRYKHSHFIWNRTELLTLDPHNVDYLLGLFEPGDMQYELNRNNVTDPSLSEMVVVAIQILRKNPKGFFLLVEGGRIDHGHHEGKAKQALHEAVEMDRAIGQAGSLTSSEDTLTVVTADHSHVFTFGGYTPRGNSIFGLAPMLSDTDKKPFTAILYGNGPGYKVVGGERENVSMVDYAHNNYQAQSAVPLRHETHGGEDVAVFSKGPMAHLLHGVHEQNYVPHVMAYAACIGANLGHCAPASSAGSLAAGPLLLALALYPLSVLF
Abs 340nm = compound absorbs light at 340 nm; 65,000 tested, under 10 active; compound absorbance at 340 nm, fold over control; fold change at 10 µM; AID 708;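 active means at 10 µM dose, initial 340 nm absorbance at least 2 fold that of control wells; inactive means change under 2 fold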;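 further: initial absorbance extrapolated from kinetic A340 decline of NADH oxidation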
SF-1 act = activates the human nuclear receptor SF-1; activation, % at 10 µM; actives 1.9% (n = 65,000); CHO-K1 Gal4-SF-1 LBD luciferase reporter; % increase over DMSO SF-1-specific signal;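 active means activation above the mean activation of all tested compounds plus 3 SD, cut at about 50% in these data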
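Assay system: CHO-K1 cells co-transfected with Gal4 DBD–human SF-1 LBD, 5xGal4 luciferase reporter / Input: 4,000 cells per well / Incubation: 20 h compound exposure at 37 °C after 1 h cell settling / Detection: SteadyLite luciferase luminescence / Control set: DMSO negative control and −SF1 background wells / Replication: one test per compound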
5HT1a antag = 5-HT1a (human) receptor antagonism | actives 0.68% (n = 62,000) | CHO 5-HT1a Ga15 NFAT-bla reporter, antagonist mode | P08908 | inhibition, % at 10 µM | AID 612;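 active means inhibition above the mean of all tested compounds plus 3 SD, cut at about 43% in these data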;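 further: receptor stimulated by 5-CT agonist at 100 nM near EC80; beta-lactamase reporter measured by ratiometric fluorescence of a cleavable substrate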
RORa activator = activates the human nuclear receptor RORA; activation, % at 10 µM; actives 1.5% (n = 65,000); CHO-K1 Gal4-RORA LBD luciferase reporter, luminescence; percent increase over mock-subtracted basal signal; P35398;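 active means activation above the mean of all tested compounds plus 3 SD, cut at about 49% in these data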;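 further: 0% = DMSO-treated RORA cells and 100% = added signal equal to DMSO minus mock-transfected cells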
Target sequence (P35398 whole entry, looked up, the tested form may be a part): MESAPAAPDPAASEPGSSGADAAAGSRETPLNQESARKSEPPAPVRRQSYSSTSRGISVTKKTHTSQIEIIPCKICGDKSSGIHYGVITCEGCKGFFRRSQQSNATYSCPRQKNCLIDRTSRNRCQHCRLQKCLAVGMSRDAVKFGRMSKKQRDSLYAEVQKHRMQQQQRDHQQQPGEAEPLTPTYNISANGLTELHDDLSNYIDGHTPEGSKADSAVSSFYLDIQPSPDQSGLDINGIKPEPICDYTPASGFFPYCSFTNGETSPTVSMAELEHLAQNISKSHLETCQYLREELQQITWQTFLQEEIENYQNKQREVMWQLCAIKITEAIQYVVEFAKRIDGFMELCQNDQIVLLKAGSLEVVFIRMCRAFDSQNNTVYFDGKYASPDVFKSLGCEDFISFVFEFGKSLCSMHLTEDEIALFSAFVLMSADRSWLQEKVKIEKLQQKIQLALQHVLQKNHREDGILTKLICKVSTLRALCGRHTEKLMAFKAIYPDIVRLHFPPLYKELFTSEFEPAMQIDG
Fluor 339 460 = intrinsic fluorescence of library compounds, ex339/em460 – biochemical, MLSMR library, data from DPM-DC assay, artefact control, profiling panel. compound autofluorescence, ex339/em460 nm, NADH buffer; hits give high values; 1 = no-compound wells, NADH background. fluorescence fold increase at 10 µM. AID 709. actives 5.5% (n = 65,000);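 active means at 10 µM, mean starting fluorescence two-fold or more over control wells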;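 further: signal is the first read of a kinetic run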
HTR1A agonist = activates the human 5-HT1a serotonin receptor; actives 0.56% (n = 65,000); CHO 5-HT1a Ga15 NFAT-bla reporter, FRET ratio; 0% basal, 100% maximal reference agonist; P08908; activation, % at 10 µM;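 active means activation above the screen-wide mean activation plus 3 SD, cut at about 19% in these data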;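 further: 0% = DMSO wells and 100% = 5-CT at EC100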
* = called active by the depositor; / = not tested or not shown; [ ] = dose if it differs, or a comment.

SMILES	NADH coupling	MMP-13 inhibitor	TNAP act mid DEA	Abs 340nm	SF-1 act	5HT1a antag	RORa activator	Fluor 339 460	HTR1A agonist
CC(=O)c1cccc(NC(=O)N2CCc3ccccc3C2)c1	2%	3	0.9	1.1	4	5	4	1.1	-2.8
COc1cc(CN/C(C)=C(\C#N)C(N)=O)cc(OC)c1OC	4%	4	1	0.97	5	-3	15	1.1	-2.4
CC(C)N(Cc1nc(-c2ccccc2)no1)C(=O)c1ccc(Cl)cc1	3%	2	0.9	1.1	-15	8	-1	1.1	-2.1
CCOc1ccc2nc(SCC(=O)c3cccs3)sc2c1	2%	2	0.8	1.1	54*	5	26	1.1	-1.4
Cc1ncn(C23CC4CC(CC(O)(C4)C2)C3)n1	3%	-8	1	1	-16	2	16	1.1	0.9
O=C(O)C1C(c2ccccc2)C(C(=O)Oc2ccc(O)cc2)C1c1ccccc1 (configuration not stated)	7%	-1	1	1	3	-6	5	1	-2.9
CCc1cc2c(=O)c(-c3nc4ccccc4n3C)c(C)oc2c(CN2CCN(C)CC2)c1O	17%	-18	0.9	1.1	5	-11	-11	3.5*	-2.9
COc1ccc(N2Cc3cccc(C(=O)NC(C)CCc4ccco4)c3C2=O)cc1 (configuration not stated)	4%	-2	0.9	1.1	-7	-8	-24	1.4	-0.6
Cc1nnc(SCc2nnc(-c3ccccc3Br)o2)n1-c1ccccc1	1%	-3	0.9	1	-2	10	-11	1	14
Cc1cc(C)n2cc(CSc3nnc(-c4ccccc4)o3)nc2n1	3%	-10	0.9	1	1	-4	1	1.7	-0.5
Cc1sc(NC(=O)CSc2nc(N)n(CC(=O)c3ccccc3)n2)c(C#N)c1C	3%	-3	0.7	1	-4	-10	14	1	0.1
CS(=O)(=O)c1ccc2nc(NC(=O)c3cccs3)sc2c1	4%	2	0.9	1.1	-19	20	-29	1.1	0.3
CCNC(=O)CC1SC(=Nc2cccc(Cl)c2C)N(C)C1=O (configuration not stated)	3%	3	0.9	1	-4	11	-10	1.1	-0.5
O=c1c2cc3c(cc2[nH]c(=S)n1Cc1ccco1)OCO3	4%	3	0.9	1	24	8	-4	1.1	-3.7
Cc1ccc(N2C(=O)c3n[nH]c(C)c3C2c2cccnc2)cc1 (configuration not stated)	6%	1	0.9	1	-4	2	34	1	-1.5
O=C1CC(c2ccc3c(c2)OCO3)C2=C(CCCC2=O)N1 (configuration not stated)	4%	-5	1	1	-12	1	-14	1.1	-2.3
Cc1ccc(-c2nc3ccccc3[nH]2)s1	2%[fluoresces]	-141[fluorescence artefact?]	0.8	1.1	39	17	50*	2.5*	-2.4
CC(=O)Nc1ccc(NC(=O)CSC2=NCCS2)cc1	8%	6	0.9	0.99	-5	3	-30	1.1	-2.6
CC(=O)Nc1nc2ccc(Br)cc2s1	4%	4	0.9	0.99	4	2	38	1.1	-2.8
COC(=O)C(NC(=O)c1ccccc1)(Nc1nccs1)C(F)(F)F (configuration not stated)	2%	2	0.9	1	-3	/	-22	1.1	2.5
Cn1c2c(c(=O)n(C)c1=O)C(c1cc3c(cc1Br)OCO3)CC(=O)N2 (configuration not stated)	10%	5	1	1	-15	0	-15	1.1	-0.3
CCN1C(=O)N(CC)C2C1N(C(C)=O)C(=O)N2C(C)=O (configuration not stated)	2%	1	1	1	-3	-16	-8	1.1	-1.3
CC1CCN(c2nc(-c3ccncc3)nc3ccccc23)CC1	4%	-2	0.9	1.1	-27	24	-4	1.1	1.5
O=C(CSc1cn(CCNC(=O)c2cccs2)c2ccccc12)NCC1CCCO1 (configuration not stated)	2%	4	0.9	1	6	5	13	1.1	-1.1
Cc1cc(=O)n2ncnc2n1COCCO	3%	1	1	1	-9	4	-2	1.1	0.0

Other entries
SMILES	NADH coupling	MMP-13 inhibitor	TNAP act mid DEA	Abs 340nm	SF-1 act	5HT1a antag	RORa activator	Fluor 339 460	HTR1A agonist
CC1(C)CCCC2=C1CC1C(=O)N(O)C(=O)C1C2 (configuration not stated)	8%	4	0.9	1	-2	6	-6	1.1	-1.6
O=C1OCCC1Sc1nc2ccccc2n1Cc1ccccc1 (configuration not stated)	3%	6	0.9	1.1	-1	8	-4	1.1	0.1
COc1ccccc1CNC(=O)CN1CCN(Cc2ccc(Cl)cc2)C1=O	5%	1	1	1	10	2	-10	1.1	-0.3
CCN(CC)P(=O)(/C(Cl)=C\Nc1c(C)n(C)n(-c2ccccc2)c1=O)N(CC)CC	3%	-1	0.8	0.98	-3	4	10	1.1	-3.2
CCOC(=O)C1CCN(S(=O)(=O)c2ccc(C(=O)OC)cc2)CC1	6%	5	0.9	1.1	-8	-1	-9	1	-0.7
CN(C)CCCOC(=O)c1cc2ccccc2o1	4%	1	0.8	1	-1	-5	29	1.1	-1.7
COCCNC(=O)C(OC(=O)c1cccs1)c1ccccc1 (configuration not stated)	4%	-2	1	0.97	-7	-12	3	1.2	-0.6
Cn1nc(C(=O)N2CCOCC2)c2ccccc2c1=O	2%	3	1	0.99	-1	-6	-2	1.1	-3.5
CCOC(=O)C1CCCN(C(=O)C2CCN(S(=O)(=O)c3cnc[nH]3)CC2)C1 (configuration not stated)	15%	5	1	0.98	23	11	-9	0.7	-2.1
Cc1ccc(C(N)=O)cc1S(=O)(=O)Nc1cccc(C)c1C	11%	-2	0.9	1.1	11	-7	10	1.1	1.5
Cn1c(SCc2nc3ccccc3s2)nnc1-c1cccs1	5%	0	0.9	1.1	21	1	-3	1.2	0.0
O=C(CCN1C(=O)c2ccccc2C1=O)OCN1C(=O)c2ccccc2C1=O	2%	-2	0.9	1	-6	/	1	1	1.7
C=CCNc1nc(Nc2ccc(OC)cc2OC)nc(OCC)n1	2%	-3	0.9	1	1	-2	1	1.1	1.7
COC(=O)c1ccccc1NC(=O)CNC(=O)c1ccco1	0%	-6	1	1.1	23	4	2	1.1	1.5
O=C(Nc1cc(C(F)(F)F)ccc1N1CCOCC1)c1ccc(Br)o1	2%	-2	1	1.1	-9	17	-9	1.1	0.6
Cc1ccc2c3c(c(SCC(=O)Nc4nonc4C)nc2c1)CCCC3	8%	4	1	1	-10	8	1	1.1	-4.5
COC(=O)C1CCN(S(C)(=O)=O)CC1	3%	3	0.9	1.1	2	2	-9	1.1	-3.3
Cc1cc(C)nc(N2CCC(C(=O)NCC3CCCCC3)CC2)n1	10%	2	1	0.98	-5	-1	0	1.4	0.6
Cc1ccc(-c2n[nH]c(=O)c3ccccc23)cc1S(=O)(=O)NCCN1CCOCC1	3%	2	0.9	0.99	1	/	-12	1.1	1.7
O=C(O)CSc1nnc(CNc2ccc(Cl)cc2)n1Cc1ccccc1	5%	2	1	1	2	-9	6	1.2	-0.1
Cc1cc(N(C)C)cc(C)[n+]1[O-]	2%	2	0.9	1.1	9	2	0	1.1	-1.7
COc1ccccc1-n1c(-c2cccnc2)n[nH]c1=S	5%	3	0.9	0.98	-11	8	-4	1	3.5
Cc1c(NC(=O)CSc2ccccc2C(=O)Nc2cccnc2)c(=O)n(-c2ccccc2)n1C	4%	-2	0.9	1	6	-6	4	1.1	-4.1
CC(=O)c1cccc(NC(=O)c2ccc(NS(C)(=O)=O)cc2)c1	2%	2	1.1	0.99	-9	0	-20	1	-2.8
CCOC(=O)c1sc(NC(=O)CSc2n[nH]c(-c3ccccc3)n2)c(C#N)c1C	5%	-15	0.2	1	7	23	8	1.3	-1.0

Going on with the list.
SMILES	NADH coupling	MMP-13 inhibitor	TNAP act mid DEA	Abs 340nm	SF-1 act	5HT1a antag	RORa activator	Fluor 339 460	HTR1A agonist
O=C(Nc1ccon1)c1cccc(C(F)(F)F)c1	6%	-3	1	0.96	-5	10	-17	1.1	-1.6
O=C(NCCN1CCN(c2cccc(Cl)c2)CC1)c1cccn2c(=O)c3ccccc3nc12	9%	-4	0.9	1.1	7	13	5	1.4	3.5
OCCNc1ccc(Cl)cc1	5%	-5	0.9	0.97	2	-7	32	1	-0.9
CC1CCN(CCCn2c(=S)[nH]c3ccccc3c2=O)CC1	3%	0	0.8	1.1	5	-8	-3	1.1	-1.3
CCOC(=O)C1=C(C)NC(=O)NC1c1ccc(OC)c(Cl)c1 (configuration not stated)	6%	4	0.9	1	-9	6	-14	1.1	-0.3
Cc1ccccc1-c1nc(CN2CCC(C(=O)NC3CCN(Cc4ccccc4)CC3)CC2)c(C)o1	2%	3	1	0.99	0	-1	32	1	-3.0
Cc1nnc(NC(=O)c2cc3n(n2)C(C(F)(F)F)CC(C2CC2)N3)s1 (configuration not stated)	4%	1	0.9	1	-7	-3	3	1.1	-0.3
O=C(NCCOc1ccc(Cl)cc1)C1CC(=O)N(c2ccc(F)cc2)C1 (configuration not stated)	4%	2	0.9	1	10	-10	-1	1.1	0.0
Cc1csc2ncc(C(=O)Nc3ccccc3Cl)c(=O)n12	3%[fluoresces]	-1	0.9	1	25	-16	38	2*	1.1
CCc1ccccc1NC(=O)CSc1nc2ccccc2n1CC(=O)N(C)C	3%	4	1	1	-9	11	-2	1.1	-4.3
COCCn1c(CN(Cc2ccccc2)Cc2ccccc2)nc2c1c(=O)n(C)c(=O)n2C	1%	2	0.8	0.99	11	6	9	1	1.0
Cc1ccc(S(=O)(=O)NC2CCCC(C(=O)O)C2)cc1 (configuration not stated)	1%	-2	0.9	1.1	7	-8	-15	1.1	1.2

Ordered by SMILES length (smallest number first): part of the list above.
SMILES	NADH coupling	MMP-13 inhibitor	TNAP act mid DEA	Abs 340nm	SF-1 act	5HT1a antag	RORa activator	Fluor 339 460	HTR1A agonist
OCCNc1ccc(Cl)cc1	5%	-5	0.9	0.97	2	-7	32	1	-0.9
Cc1csc2ncc(C(=O)Nc3ccccc3Cl)c(=O)n12	3%[fluoresces]	-1	0.9	1	25	-16	38	2*	1.1
CC1CCN(CCCn2c(=S)[nH]c3ccccc3c2=O)CC1	3%	0	0.8	1.1	5	-8	-3	1.1	-1.3
CCOC(=O)C1=C(C)NC(=O)NC1c1ccc(OC)c(Cl)c1 (configuration not stated)	6%	4	0.9	1	-9	6	-14	1.1	-0.3
CCc1ccccc1NC(=O)CSc1nc2ccccc2n1CC(=O)N(C)C	3%	4	1	1	-9	11	-2	1.1	-4.3
CC(=O)c1cccc(NC(=O)c2ccc(NS(C)(=O)=O)cc2)c1	2%	2	1.1	0.99	-9	0	-20	1	-2.8
Cc1nnc(NC(=O)c2cc3n(n2)C(C(F)(F)F)CC(C2CC2)N3)s1 (configuration not stated)	4%	1	0.9	1	-7	-3	3	1.1	-0.3
CCOC(=O)c1sc(NC(=O)CSc2n[nH]c(-c3ccccc3)n2)c(C#N)c1C	5%	-15	0.2	1	7	23	8	1.3	-1.0
COCCn1c(CN(Cc2ccccc2)Cc2ccccc2)nc2c1c(=O)n(C)c(=O)n2C	1%	2	0.8	0.99	11	6	9	1	1.0
O=C(NCCN1CCN(c2cccc(Cl)c2)CC1)c1cccn2c(=O)c3ccccc3nc12	9%	-4	0.9	1.1	7	13	5	1.4	3.5
Cc1ccccc1-c1nc(CN2CCC(C(=O)NC3CCN(Cc4ccccc4)CC3)CC2)c(C)o1	2%	3	1	0.99	0	-1	32	1	-3.0
